XBP1 UPR activ – activators of adaptive arm of unfolded protein response (XBP1); 0.33% of 330,000 active; CHO-XBP1 luciferase reporter, IRE1-XBP1 UPR activation, luminescence; percent of tunicamycin response, DMSO as zero; AID 463104; activation, % at 20 µM;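 active means versus positive control, 20 µM dose yields 30% or more activation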;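 further: 100% = tunicamycin at 10 µg/mL and 0% = DMSO only wells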
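Assay system: CHO-XBP1 luciferase reporter cells; Schedule: 6 h treatment, 37 °C; Detection: glow luminescence from Steady-Glo reagent; Benchmarks: high control tunicamycin 10 µg/mL final, low control DMSO vehicle only.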
NALP3 yeast inh – blocks the NALP3 inflammasome reconstituted in yeast; Yeast reconstituted NLRP3/ASC/caspase-1, beta-gal luminescence, 24 h; inhibition, % at 10 µM; 0.39% of 330,000 active; AID 2825;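 active means inhibition of 50% or more; inactive means inhibition below 50%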;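 further: plate controls were induced DMSO wells for no effect and uninduced yeast grown without galactose for full effect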
tim10-1 inh – growth inhibitors of tim10-1 mutant yeast. 2.2% of 330,000 active. AID 463190. inhibition, % at 20 µM. S. cerevisiae tim10-1 ts strain growth, BacTiter-Glo, 24 h;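 active means inhibition of at least 40%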;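 further: mutant grown at 25 °C; 0% = DMSO wells with yeast and 100% = wells holding no yeast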
UPR CHOP act – apoptotic UPR (CHOP) activation. CHO-CHOP luciferase reporter, luminescence; percent of tunicamycin response over DMSO baseline. activation, % at 10 µM. 0.34% of 330,000 active;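 active means at 10 µM dose, activation of 40% or more, normalized to positive control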;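 further: 100% = tunicamycin at 10 µg/mL and 0% = DMSO alone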
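measured by = luciferase luminescence | assay system = CHO-CHOP cells, stable luciferase reporter of PERK-eIF2a-CHOP signalling | amount = 500 reporter cells seeded per well | timing = 6 h compound exposure at 37 °C after overnight seeding | controls = positive tunicamycin 10 µg/mL, negative DMSO alone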
Mdm2-MdmX inh – disrupts the human Mdm2-MdmX interaction; O15151+Q00987; SaOS-2 split-luciferase Mdm2/MdmX complementation, luminescence; 3% of 330,000 active; inhibition, % at 8 µM;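 active means inhibition of at least 50% at 8 µM in the primary screen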
TIM10 inh – TIM10 yeast growth inhibition | 1.4% of 330,000 active | AID 463195 | S. cerevisiae TIM10 strain growth, BacTiter-Glo luminescence, 24 h | inhibition, % at 10 µM;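 active means inhibition of 40% or more at the single tested concentration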;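 further: wild-type TIM10 isogenic control strain grown at permissive 25 °C; 0% = DMSO yeast wells and 100% = minimal medium wells without yeast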
APJ ag – APJ receptor agonism. 0.11% of 330,000 active. P35414. AID 2520. activation, % at 20 µM. CHO-K1 APJ PathHunter beta-arrestin, luminescence; 0% DMSO wells, 100% apelin;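 active means activation more than six SD over the plate average, tested at 20 µM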;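 further: 0% = DMSO alone and 100% = apelin-13 at 10 nM; some results filed as inactive read as strong as hits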
Target sequence (P35414 whole entry, looked up): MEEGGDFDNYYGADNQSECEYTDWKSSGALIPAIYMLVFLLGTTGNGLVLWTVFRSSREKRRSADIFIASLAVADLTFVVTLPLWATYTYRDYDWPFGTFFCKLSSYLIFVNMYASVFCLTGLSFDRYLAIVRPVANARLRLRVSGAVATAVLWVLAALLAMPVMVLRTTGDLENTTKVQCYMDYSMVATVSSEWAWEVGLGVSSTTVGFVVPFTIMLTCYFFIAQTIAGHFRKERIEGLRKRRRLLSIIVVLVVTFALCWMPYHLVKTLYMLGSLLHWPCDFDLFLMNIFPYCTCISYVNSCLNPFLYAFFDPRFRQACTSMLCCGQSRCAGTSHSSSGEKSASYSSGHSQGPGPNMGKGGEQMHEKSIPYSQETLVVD
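Material: CHO-K1 APJ beta-arrestin complementation cell line; Input: cell density 1000 per well; Incubation: compound stimulation 90 min at 25 °C, detection 60 min; Signal: luminescence from split beta-galactosidase complementation, Galacton Star/Emerald II substrate; Controls: DMSO-only wells as negative, 10 nM Apelin-13 as positive control.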
NR3A LBD binder – modulates the human NR3A ligand-binding domain | NR3A LBD differential scanning fluorimetry, Tm shift; 0% = protein alone, 100% = glycine-bound protein | 2.5% of 340,000 active | Tm shift relative to glycine control, % at 25 µM;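 active means melting temperature shift of at least 10% of the positive control shift, at one fixed dose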
tim23-1 inh – inhibits growth of tim23-1 mutant yeast | inhibition, % at 20 µM | S. cerevisiae tim23-1 growth, BacTiter-Glo luminescence, 24 h | 1.3% of 330,000 active;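 active means growth inhibition of the mutant yeast at or above 50%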;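 further: temperature-sensitive mutant grown at 25 °C; plate controls were DMSO-treated mutant yeast for no effect and medium wells lacking yeast for full effect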
* marks the source's active call; other numbers are inactive results; · = not tested or not shown. Hits appear at their usual frequency; overall some 8.2% were active at least once.

SMILES | XBP1 UPR activ | NALP3 yeast inh | tim10-1 inh | UPR CHOP act | Mdm2-MdmX inh | TIM10 inh | APJ ag | NR3A LBD binder | tim23-1 inh
Cc1ccc(C(=O)NC(=S)Nc2ccc(S(=O)(=O)N(C)c3ccccc3)cc2)cc1 | -1 | 1 | -11 | 1.2 | 22 | -12 | -3 | 1 | -5
O=C(CCn1nc(-c2ccccc2)ccc1=O)N1CCN(c2ccccn2)CC1 | -1 | 10 | 11 | 12 | 5 | 3 | 0 | -5 | 11
O=c1oc([C@@H](O)c2ccccc2)cc2ccccc12 | 0 | 5 | 2 | 0.3 | -8 | -2 | -1 | 10* | 15
CCS(=O)(=O)N1CCC(C(=O)NCc2ccc(F)cc2Cl)CC1 | -3 | -7 | -3 | 0.9 | -4 | -2 | -5 | 1 | 1
COC(=O)CCN(c1ccccc1)S(=O)(=O)c1cc(-c2cc(C)no2)ccc1OC | -7 | -3 | 29 | -2.4 | 25 | -4 | -1 | 0 | 32
CCCn1ncc2c(Nc3ccc(C)c(C)c3)ncnc21 | 2 | 15 | 13 | 4.9 | 8 | 7 | 0 | 6 | 28
CCC(=O)N1CCN(c2ccccc2NC(=O)COc2cccc(C)c2C)CC1 | -2 | 26 | 23 | 0.3 | 21 | -14 | 2 | 0 | 14
CN(C)C(=O)c1cccn(Cc2ccc(C(F)(F)F)cc2)c1=O | 0 | 17 | -8 | 0.9 | -2 | 11 | 2 | -4 | -8
Cc1ccc(C(=O)OC(C)C(=O)N(C)C2CCCCC2)cc1S(=O)(=O)N1CCCCC1 (stereo not given) | -3 | 10 | 9 | -0.7 | 18 | 11 | -3 | 4 | 13
COc1cccc(CC(=O)Nc2ccccc2C(=O)N2CCOCC2)c1 | 1 | -5 | 4 | 3.7 | -3 | 1 | 1 | -6 | -5
O=C(Nc1ccc(Cl)c(S(=O)(=O)N2CCOCC2)c1)c1ccncc1 | -1 | 15 | -4 | -0.9 | 3 | -7 | -1 | -2 | -3
O=C(c1nc(-c2ccccc2)n(-c2ccccc2)n1)N1CCCCCC1 | 3 | 24 | 29 | -1.2 | 6 | 22 | -3 | -1 | 28
COc1ccccc1-c1nnc2sc(COc3ccc(Cl)cc3)nn12 | 0 | 13 | 29 | 0.5 | 8 | 15 | -2 | 3 | 0
O=C(Cc1ccc(Cl)c(Cl)c1)Nc1ccc(S(=O)(=O)Nc2ncccn2)cc1 | -1 | 19 | -4 | 0.6 | -5 | 3 | 1 | -8 | 14
CCCOc1ccc(C2C(=O)N(C3CCCCC3)CC(=O)N2CCCOCC)cc1OC (stereo not given) | 1 | 2 | 19 | 1.5 | 24 | 14 | -6 | -1 | 11
O=C(CSCC(=O)Nc1nccs1)Nc1ccccc1 | 0 | 5 | -4 | 2.4 | 2 | 14 | 0 | 0 | 5
O=C(NC1CCCC1)C1CCC(=O)N1CCc1ccccc1 (stereo not given) | -1 | 6 | -6 | 1.1 | 12 | -13 | -1 | -1 | 4
NS(=O)(=O)c1cccc(NC(=O)CSc2nc3ccccc3c(=O)n2CC2CCCO2)c1 (stereo not given) | -2 | -1 | -7 | 0.3 | 8 | -1 | 3 | -1 | 0
O=C(CN1C(=O)/C(=C/c2ccccc2F)SC1=S)NC1C=CS(=O)(=O)C1 (stereo not given) | -3 | 2 | -2 | -0.8 | 15 | -24 | 0 | -2 | 0
CCC[C@H](CN[C@@H](CNC)[C@H](C)CC)NCCc1cc(C(F)(F)F)cc(C(F)(F)F)c1 | 52* | 32 | 13 | 36 | 97* | 12 | -7 | 4 | -9
O=S(=O)(O)c1cc2oc(-c3ccccc3)nc2c2ccccc12 | -1 | 17 | 8 | 0.9 | 18 | 1 | 7 | -5 | 16
COc1ccc(-n2nnnc2SCC(=O)N2CCOCC2)cc1 | -1 | 16 | 1 | 2.6 | 26 | -10 | -4 | 0 | -3
COc1ccc(Cl)cc1NS(=O)(=O)c1ccc(S(=O)(=O)N2CCCC2)cc1 | -6 | 16 | 32 | -0.3 | -5 | 1 | 1 | -16 | 29
Nc1ccc2c(c1)COc1ccccc1O2 | 2 | 11 | 1 | 0.3 | 0 | 3 | 1 | -2 | 8
COC(=O)N/N=C/c1cc(C)n(-c2ccc(F)cc2)c1C | 3 | 14 | 12 | 1.5 | 28 | 11 | -3 | 0 | 2

Next part:
SMILES | XBP1 UPR activ | NALP3 yeast inh | tim10-1 inh | UPR CHOP act | Mdm2-MdmX inh | TIM10 inh | APJ ag | NR3A LBD binder | tim23-1 inh
C/C(=N\NC(=O)CSCc1ccccc1Br)c1cccc([N+](=O)[O-])c1 | 0 | -9 | 22 | 2.8 | 8 | -22 | -1 | 22* | 1
CCOC(=O)c1c(-c2ccc(C)s2)csc1N | -3 | -1 | 35 | -2.1 | 9 | 17 | -5 | 0 | 17
CNC(=S)N1CCN(c2nc3ccccc3s2)CC1 | -2 | 20 | 9 | 1.1 | -8 | 6 | -1 | 0 | 6
COc1cccc(CN(C)CC(=O)NC(=O)NCc2ccco2)c1 | -2 | 7 | 17 | -1.9 | 35 | 5 | -4 | 0 | 5
Cc1ccc(NC(=O)NC(=O)c2cnccc2C(F)(F)F)c(C)c1 | -2 | 23 | 31 | 2.0 | 31 | 24 | 1 | 0 | 28
CC1(C)Cc2c(sc3nc4n(-c5ccccc5)c(=O)c(CCC(=O)O)nn4c(=O)c23)CO1 | 2 | 5 | 7 | 0.9 | 16 | 1 | 5 | 0 | 20
CN(C)/C=C/C(=O)c1ccc2noc(-c3cccc(F)c3)c2c1 | 0 | 10 | 26 | -0.1 | 53* | -2 | 4 | -1 | 19
CC(Oc1ccc(F)cc1)C(=O)Nc1cc(Cl)ccc1-n1cncn1 (stereo not given) | 2 | 49 | 19 | -0.9 | 6 | 6 | 4 | 2 | 29
CC(C)c1ccc(/C=N/NC(=O)c2nnn(-c3nonc3N)c2CN(C)C2CCCCC2)cc1 | 3 | -1 | -3 | 4.1 | 38 | -10 | -2 | 7 | 2
N#Cc1cc(C#N)c(N2CCN(c3cccc(Cl)n3)CC2)nc1N | 9 | 9 | 12 | 1.8 | -105 | 41* | 4 | 3 | 38
CC[C@H](C)[C@@H](C(=O)NCCCCCCCCCCC(=O)N1CCN(C(=O)OC(C)(C)C)CC1)n1cc(CCCCN=C(NC(=O)OC(C)(C)C)NC(=O)OC(C)(C)C)nn1 | 7 | 24 | 7 | 18 | 64* | 6 | 16 | · | 10
N#CCN(C(=O)COC(=O)CCCNC(=O)c1ccc(Cl)cc1)c1ccccc1 | 2 | -2 | -3 | -0.8 | -13 | -1 | -3 | -1 | 7
COc1cccc(C(=O)NNC(=O)Cc2csc(N)n2)c1 | -1 | 14 | 10 | -0.1 | -6 | 8 | -3 | -2 | 5
Cc1cc(Nc2ccccc2)n2nc(C)c(-c3ccccc3)c2n1 | 9 | 15 | 22 | 3.0 | -28 | 8 | 1 | 0 | 36
CCOc1ccc(C2N(c3ccc(OC)cc3)C(=O)C3CCCN32)cc1OC (stereo not given) | 0 | 8 | 13 | -0.1 | 9 | 11 | -1 | -2 | -2
Cc1ccc(OCC(=O)NNC(=S)NC(=O)C2CCCCC2)c(C)c1 | -2 | 39 | 47* | -2.3 | 29 | -22 | -5 | -8 | 32
O=C(Nc1cccc(S(=O)(=O)NC2=NCCCCC2)c1)C1COc2ccccc2O1 (stereo not given) | -3 | -6 | 8 | -2.0 | 6 | 5 | -2 | -1 | 8
Cc1noc(C)c1C(=O)N1CCN(Cc2ccc3c(c2)OCO3)CC1 | -3 | 10 | -9 | 0.4 | 10 | -5 | -4 | 0 | 16
COc1ccc(/C=N/N=C2/NC(=O)C(CC(=O)O)S2)cc1OS(=O)(=O)c1ccccc1 (stereo not given) | 0 | 3 | -2 | -0.2 | -4 | 3 | -3 | 2 | 13
CC(C)C1Cc2c(sc3[nH]c(=S)n(Cc4ccccc4)c(=O)c23)CO1 (stereo not given) | 1 | 3 | 31 | 5.3 | 53* | 15 | 0 | -1 | 0
O=C(c1cccnc1Cl)N(Cc1ccccc1)Cc1ccccc1 | -1 | -2 | 4 | -0.9 | -8 | 3 | -3 | 2 | 26
COc1cc(/C=C/C(=O)OCC(=O)Nc2cc(C)c(C)cc2[N+](=O)[O-])ccc1O | 0 | -5 | -7 | 1.0 | 22 | -4 | -1 | -1 | -12
COCCS(=O)(=O)N(Cc1ccccc1)[C@H](C(=O)OC)C(C)C | 0 | · | 13 | 2.2 | 15 | -9 | · | 0 | 36
O=C1CCC([N+](=O)[O-])C(C2CC=CCC2)N1 (stereo not given) | -5 | 7 | -8 | 0.9 | 26 | -16 | 5 | 6 | -14
CC(C)c1ccc(N(C(=O)C(F)(F)F)C(C(=O)NC2CCCCC2)c2ccncc2)cc1 (stereo not given) | -2 | 15 | 11 | 1.2 | 11 | -1 | 0 | 1 | 3

Next structures:
SMILES | XBP1 UPR activ | NALP3 yeast inh | tim10-1 inh | UPR CHOP act | Mdm2-MdmX inh | TIM10 inh | APJ ag | NR3A LBD binder | tim23-1 inh
CCOc1ccc(C(=O)N2CCN=C2SC)cc1OCC | 0 | 5 | 15 | -0.4 | 5 | 6 | -5 | 1 | 1
CC(=C1C2C=CC1C1C(=O)NC(=O)C21)c1ccccc1 (stereo not given) | -3 | 3 | 24 | -1.1 | 11 | -13 | 0 | -2 | 2
Cc1c(NC(=S)NNC(=O)CCC(=O)O)c(=O)n(-c2ccccc2)n1C | -2 | 0 | -7 | -0.5 | 13 | -5 | -1 | 2 | 0
CCOc1ccccc1N1CC(C(=O)Nc2ccccc2N2CCCC2)CC1=O (stereo not given) | -6 | 3 | 25 | -2.1 | -12 | 0 | 9 | -4 | 14
CC(C)c1ccc(C(=O)Nc2ccc(CN3CCOCC3)cc2)cc1 | 5 | 12 | 21 | -0.6 | -2 | 4 | -2 | 0 | 19
COc1ccc(-c2nc3ccccc3nc2-c2ccc(OC)c(OC)c2)cc1OC | 1 | 17 | 6 | 0.5 | 6 | 14 | -1 | -3 | 34
CC1CCN(C(=O)/C=C/c2ccc(C(C)(C)C)cc2)CC1 | 0 | 24 | 19 | -0.2 | -40 | 16 | 3 | 2 | 26
O=C1NCCc2c1[nH]c1ccc([N+](=O)[O-])cc21 | 3 | 4 | 1 | -0.7 | 48 | -11 | 0 | 0 | -4
